Screens (PubChem BioAssay)
EBI2 block: EBI2 (human) antagonism; AID 651636; inhibition, % at 5 µM; P32249; hit rate 0.81% among 360,000; EBI2 beta-arrestin recruitment, luminescence, 7a,25-OHC stimulated; in the data active = inhibition above about 38%;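 also: enzyme fragment complementation signal reports receptor beta-arrestin coupling in cells; 0% = agonist plus DMSO wells and 100% = wells without agonist; some results beyond the cut were filed as inactive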
CCR6 antagonist: CCR6 (human) receptor antagonism. hit rate 0.49% among 340,000. inhibition, % at 20 µM. CHO-K1 CCR6 PathHunter beta-arrestin, luminescence, CCL20-stimulated;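 active = compounds whose inhibition of the agonist-driven luminescence signal at 20 µM reaches about 50%, limit read from the data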;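 also: cells stimulated with CCL20 at 14 nM final; plate controls were DMSO with CCL20 for no effect and DMSO without agonist for full effect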
A3A deaminase: inhibitors of human APOBEC3A DNA deaminase; P31941; hit rate 0.41% among 330,000; AID 493011; recombinant A3A, FAM/TAMRA ssDNA deamination fluorescence; inhibition, % at 20 µM;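 active = at least 40% inhibition at 20 µM here, with at most 30% in a related deaminase screen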;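 also: plate controls were A3A with DMSO for no effect and wells lacking A3A enzyme for full effect; some results filed as inactive read as strong as hits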
Target sequence (P31941 whole entry, looked up): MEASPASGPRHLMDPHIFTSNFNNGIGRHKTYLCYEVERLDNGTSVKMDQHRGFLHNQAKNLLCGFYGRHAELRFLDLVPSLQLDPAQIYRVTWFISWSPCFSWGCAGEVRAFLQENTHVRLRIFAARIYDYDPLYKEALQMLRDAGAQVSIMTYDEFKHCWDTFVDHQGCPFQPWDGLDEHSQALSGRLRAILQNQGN
A3G deaminase: APOBEC3G (human) deaminase inhibition; recombinant A3G, ssDNA deamination FAM/TAMRA fluorescence; AID 493012; Q9HC16; hit rate 0.28% among 330,000; inhibition, % at 20 µM;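 active = inhibition of at least 40% at 20 µM, with no more than 30% in the related APOBEC3A deaminase screen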;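 also: plate controls were DMSO wells with A3G for no effect and wells lacking A3G enzyme for full effect; some compounds called inactive have numbers as strong as hits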
Target sequence (Q9HC16 whole entry, looked up): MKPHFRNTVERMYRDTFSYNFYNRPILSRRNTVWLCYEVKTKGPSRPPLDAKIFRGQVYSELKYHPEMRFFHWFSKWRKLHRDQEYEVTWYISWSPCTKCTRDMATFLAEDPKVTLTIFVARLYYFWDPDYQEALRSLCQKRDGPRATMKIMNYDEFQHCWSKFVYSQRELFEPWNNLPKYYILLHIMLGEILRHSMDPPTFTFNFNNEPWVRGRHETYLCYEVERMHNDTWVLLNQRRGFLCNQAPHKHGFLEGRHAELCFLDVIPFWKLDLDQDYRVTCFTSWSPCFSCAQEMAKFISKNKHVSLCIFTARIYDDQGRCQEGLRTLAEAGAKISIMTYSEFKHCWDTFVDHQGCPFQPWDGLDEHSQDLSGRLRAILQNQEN
CXCR6 block: blocks human CXCR6 beta-arrestin recruitment. CHO-K1 PathHunter CXCR6 beta-arrestin, luminescence. hit rate 0.36% among 360,000. O00574. AID 602244. inhibition, % at 20 µM; in the data active = inhibition above about 34%, passing the limit was not always enough;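 also: antagonist mode with CXCL16 agonist at 10 nM final; 0% = 10 nM CXCL16 with DMSO and 100% = unstimulated wells without agonist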
Target sequence (O00574 whole entry, looked up): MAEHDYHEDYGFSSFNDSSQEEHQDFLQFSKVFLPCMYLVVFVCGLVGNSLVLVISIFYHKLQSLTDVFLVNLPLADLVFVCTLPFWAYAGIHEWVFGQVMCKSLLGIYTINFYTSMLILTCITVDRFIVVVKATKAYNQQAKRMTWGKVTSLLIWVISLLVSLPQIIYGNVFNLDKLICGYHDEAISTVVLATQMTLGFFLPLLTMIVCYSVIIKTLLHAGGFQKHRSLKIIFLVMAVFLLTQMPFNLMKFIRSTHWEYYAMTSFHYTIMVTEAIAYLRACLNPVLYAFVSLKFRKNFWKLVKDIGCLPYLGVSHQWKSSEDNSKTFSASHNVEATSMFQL
MPTP inh: blocks calcium-induced mitochondrial swelling. isolated mouse mitochondria, Ca2+ swelling absorbance, 30 min. inhibition, % at 10 µM. hit rate 1.4% among 360,000;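 active = inhibition of 50% or more, scaled per plate between neutral and stimulator controls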;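 also: 0% = DMSO wells given calcium and 100% = 1 mM EGTA wells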
GRIN3A LBD mod: modulates the human NR3A ligand-binding domain; Tm shift relative to glycine control, % at 25 µM; hit rate 2.5% among 340,000; NR3A LBD differential scanning fluorimetry, Tm shift; 0% = protein alone, 100% = glycine-bound protein; AID 1259313;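 active = melting temperature shift of at least 10% of the positive control shift, at one fixed dose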
Gli-Sufu block: Gli-Sufu pathway antagonism; Sufu-KO-LIGHT fibroblasts, Gli luciferase reporter luminescence; inhibition, % at 5 µM; hit rate 0.74% among 340,000; AID 588413;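 active = inhibition above about 55%, limit read from the data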;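 also: 0% = DMSO-treated cells and 100% = wells with medium but no cells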
Active calls of the source: *; / = not tested or not shown.

SMILES	EBI2 block	CCR6 antagonist	A3A deaminase	A3G deaminase	CXCR6 block	MPTP inh	GRIN3A LBD mod	Gli-Sufu block
CCOc1ncccc1C(=O)N1CCN(Cc2ccc3c(c2)OCO3)CC1	3.1	-3.0	-0.1	-7.1	0.2	0.2	-1.5	0.1
CN(C)c1c([N+](=O)[O-])cc2[nH]c(=O)[nH]c2c1[N+](=O)[O-]	-2.9	22.9	0.7	-1.4	12.4	2.9	2.4	-8.0
O=C(NCc1cccnc1)Nc1cc(Cl)cc(Cl)c1	-2.8	-2.7	-1.8	-6.9	-5.9	85.4*	-3.4	0.6
CCOCCCn1c(=S)[nH]c2cc(C(=O)N3CCN(c4ccccc4)CC3)ccc2c1=O	-12.8	-9.5	-8.4	-8.7	4.7	-2.3	-1.2	-8.1
O=C(OCC(=O)N1CCCCCC1)c1cccnc1Cl	8.5	-4.7	-4.5	-7.1	5.5	0.2	1.9	-7.8
CC(NC(=O)C1CSC2(C)CCC(=O)N12)c1ccccc1Cl (centres undefined)	5.2	15.9	0.2	-3.7	3.2	-0.2	2.2	-2.3
CCCCCn1c(C)c2c(OCC)cccc(=O)c2c1C	-2.6	6.9	5.3	-0.5	1.5	0.8	1.8	9.4
O=C(CCc1nnc2n(Cc3ccc(Cl)cc3)c(=O)c3ccccc3n12)NCCCN1CCOCC1	-3.7	-0.1	-5.4	-3.7	-0.1	-0.7	2.0	8.3
CN1CCCN(S(=O)(=O)c2ccccc2)c2nc3ccccc3nc21	12.6	13.1	2.2	1.6	8.2	0.6	0.2	-12.7
COC1OC2COC(c3ccccc3)OC2C2OC12 (centres undefined)	9.1	8.3	/	/	-1.4	-0.3	0.4	1.0
CC(=O)Nc1ccc(-c2nn[nH]n2)cc1Cl	0.0	0.3	1.4	-0.8	3.3	7.7	0.0	11.8
O=C(Nc1ccc(F)c(Cl)c1)C1CCN(S(=O)(=O)c2cccnc2)CC1	4.2	12.6	3.5	-3.3	1.9	-0.9	-14.7	4.0
NC(=O)CCCn1c(C(=O)c2ccc(Cl)cc2)c2ccc(C(F)(F)F)cc2[n+]1[O-]	-3.6	-6.6	1.0	1.3	7.9	-1.4	3.0	-0.6
O=c1cc(O)c2ccccc2n1Cc1ccccc1F	-5.7	2.7	0.0	-0.7	-2.8	0.3	-1.2	3.1
Nc1cccc(C(=O)Nc2cccc3ncccc23)c1	0.7	1.0	-4.1	-4.6	-7.8	0.3	3.4	0.8
COc1ccc(C(=O)N2CCN(CCCc3ccccc3)CC2)cc1OC	19.9	11.2	-0.3	-2.8	-1.2	-0.4	-1.8	14.9
CNc1ccccc1C(C)(C)c1cc(-c2cccc([N+](=O)[O-])c2)no1	7.4	11.4	-2.6	-6.7	4.4	0.2	1.7	5.0
Cc1ccc(CN2CCN(Cc3c(C)nn(-c4ccc(F)cc4)c3C)CC2CCO)o1 (centres undefined)	-5.2	0.8	-0.4	-6.2	4.1	-1.1	-1.2	25.0
Nc1c(Cl)c(Cl)nc(C(=O)N/N=C/c2ccco2)c1Cl	0.4	4.5	-1.9	-1.0	27.8	0.2	-3.8	-2.7
Cn1c(N)c(C(=O)CSc2ccc3c(c2)OCCO3)c(=O)n(C)c1=O	-3.8	-22.0	-0.9	-5.1	6.5	2.7	5.6	-4.7
CC1CCCCN1CCn1cnc2c([nH]c3ccccc32)c1=O (centres undefined)	-7.3	9.7	-1.1	-2.3	-2.2	-3.7	0.1	-12.1
Fc1cccc2sc(Nc3nc4cc5c(cc4s3)OCCO5)nc12	13.6	-70.8	5.0	-5.2	-3.5	5.0	2.8	-28.4
Cc1cc(NC(=O)c2cnn3c(C(F)F)cc(C4CC4)nc23)no1	-2.3	-5.9	-1.7	-6.7	1.7	-1.2	-3.5	3.0
COc1cc(/C=C2\SC(=S)N(CC(=O)NC3=NCCS3)C2=O)cc(OC)c1OC	-17.3	-9.1	-1.9	-5.3	-1.0	3.8	0.4	1.3
S=C(NCC1CCCCC1)Nc1ccc(Oc2ccccc2)cc1	-6.5	2.2	-4.6	-5.1	-6.5	86.3*	16.1*	13.8
CCC(COC)NC(=O)CCc1nnc(Cc2cccc(C(F)(F)F)c2)o1 (centres undefined)	-2.7	0.3	-8.9	-6.4	-10.4	0.0	-0.9	18.7
COC(=O)CN(C(=S)Nc1ccc(Cl)cc1)C1CC(=O)N(c2ccc(OC)cc2)C1=O (centres undefined)	5.9	7.3	2.5	-2.0	-4.2	-2.8	1.5	-1.9
O=C(CC(c1ccco1)S(=O)(=O)c1ccccc1)c1ccc(F)cc1 (centres undefined)	-2.7	1.4	1.9	0.1	3.3	0.4	0.8	-10.0
O=C(NCc1ccco1)C(C(=O)c1ccccc1)n1ccccc1=O (centres undefined)	-1.6	6.5	-0.8	-7.4	1.1	1.0	0.2	3.7
O=C(Cn1ccc(=O)[nH]c1=O)NCCO	-4.1	-10.3	2.2	-12.3	-2.1	0.6	0.6	-2.7

Five entries from above, as a markdown table.
| Compound | EBI2 block | CCR6 antagonist | A3A deaminase | A3G deaminase | CXCR6 block | MPTP inh | GRIN3A LBD mod | Gli-Sufu block |
| --- | --- | --- | --- | --- | --- | --- | --- | --- |
| Cn1c(N)c(C(=O)CSc2ccc3c(c2)OCCO3)c(=O)n(C)c1=O | -3.8 | -22.0 | -0.9 | -5.1 | 6.5 | 2.7 | 5.6 | -4.7 |
| COc1ccc(C(=O)N2CCN(CCCc3ccccc3)CC2)cc1OC | 19.9 | 11.2 | -0.3 | -2.8 | -1.2 | -0.4 | -1.8 | 14.9 |
| COc1cc(/C=C2\SC(=S)N(CC(=O)NC3=NCCS3)C2=O)cc(OC)c1OC | -17.3 | -9.1 | -1.9 | -5.3 | -1.0 | 3.8 | 0.4 | 1.3 |
| Nc1c(Cl)c(Cl)nc(C(=O)N/N=C/c2ccco2)c1Cl | 0.4 | 4.5 | -1.9 | -1.0 | 27.8 | 0.2 | -3.8 | -2.7 |
| Fc1cccc2sc(Nc3nc4cc5c(cc4s3)OCCO5)nc12 | 13.6 | -70.8 | 5.0 | -5.2 | -3.5 | 5.0 | 2.8 | -28.4 |

Following part
SMILES	EBI2 block	CCR6 antagonist	A3A deaminase	A3G deaminase	CXCR6 block	MPTP inh	GRIN3A LBD mod	Gli-Sufu block
N#Cc1ccsc1NC(=O)CN1CCN(S(=O)(=O)c2ccc3ccccc3c2)CC1	2.1	7.3	2.6	-4.0	7.3	1.6	-3.2	-9.3
O=C(O)/C=C/C(=O)Nc1cccnc1	-18.9	-2.3	/	/	-12.5	5.4	-0.7	-0.2
Cc1ccc(C(=O)N2CCCCCC2)cc1S(=O)(=O)N1CCOCC1	3.7	-3.9	3.4	-2.3	10.6	0.1	-0.8	-7.2
Cc1cccc(N=C2NC(=O)/C(=C/c3cccn3C)S2)c1C	12.6	8.0	-1.3	-5.3	4.5	3.0	-3.7	-3.8
O=C(NCC1CC1)Nc1cccs1	1.1	4.9	-2.1	10.3	3.9	1.3	0.8	-5.4
O=c1cc(-c2cccc(Br)c2)nc(-c2ccccc2F)o1	-5.2	18.5	-0.4	-3.3	12.0	-1.6	4.5	-3.8
O=C(N/N=C/C(Cl)=C\c1ccccc1)c1cccs1	2.9	8.0	1.6	-0.9	9.2	5.1	13.2*	-73.1
N#Cc1nc(Cc2ccccc2)oc1N1CCC(C(N)=O)CC1	-1.6	-1.4	-7.8	-3.1	2.7	-0.8	-0.1	22.7
COc1cc(OC)cc(C(=O)N2CCN(C(=O)c3cccnc3)CC2)c1	2.2	11.8	-7.2	-8.7	6.8	-0.9	-2.9	7.4
O=C(CSc1nnnn1-c1ccccc1)NC(=O)Nc1ccc2c(c1)OCCO2	-2.4	6.2	11.6	0.9	6.2	0.5	3.1	-27.6
Cc1nn(-c2ccccc2)c2c1C1(C(=O)N(C(C)C)c3ccccc31)C(C#N)=C(N)O2 (centres undefined)	-3.4	3.7	-4.7	-7.5	-5.3	0.4	-1.7	29.7
O=S(=O)(Nc1nc2ccccc2nc1Cl)c1ccccc1C(F)(F)F	1.6	0.4	-1.2	-12.6	-4.2	0.9	-3.7	-3.8
CC1=C(C)CC(C(=O)c2ccc(C)cc2)C(C(=O)O)C1 (centres undefined)	-6.8	-16.2	-4.4	-6.4	2.0	0.3	-1.1	7.6
COc1ccc(C(=O)Nc2ccccc2C(=O)Nc2cccnc2)cc1	5.4	7.6	1.5	-1.5	3.6	0.2	1.0	-40.8
COc1cccc(/C=N/NC(=O)C[n+]2ccccc2)c1O	-8.2	-13.8	-5.1	-9.2	-14.1	0.4	0.2	-8.9
C#CCOCCOCCOCCNc1nc(N2CCN(C(=O)[C@H](CCC(=O)O)n3cc(C(N)Cc4ccc(O)cc4)nn3)CC2)nc(N2CCN(C(=O)[C@H](CCC(=O)O)n3cc(C(N)[C@H](C)CC)nn3)CC2)n1 (some centres undefined)	-6.4	4.6	-2.2	-7.3	0.9	-2.3	1.8	-13.8
Cn1c(COc2ccc(Cl)cc2Cl)nnc1SCC(=O)NCC1CCCO1 (centres undefined)	1.5	3.7	-2.7	-1.1	1.5	-0.9	-1.2	10.9
Cn1ccs/c1=N\S(=O)(=O)c1ccc(Br)cc1	-5.6	13.2	-1.6	-2.7	0.5	-0.4	5.8	-19.2
Cc1cccc(C(=O)c2cn[nH]c2-c2ccccc2O)c1	-4.9	9.7	5.0	1.9	-13.6	-0.3	-1.5	-4.1
O=C(CCc1ccccc1)Nc1nnc(-c2ccccn2)o1	-7.0	3.7	-0.2	-4.1	0.2	-0.6	-8.1	-15.3
Cc1ccc(OC(=O)c2ccccc2C(=O)OCC(F)(F)C(F)F)cc1	7.4	17.1	0.4	-2.1	-1.4	-1.7	-1.2	-15.7
COc1ccc(NC(=S)NNC(=O)Cn2nc([N+](=O)[O-])cc2C)cc1	-0.1	8.0	0.4	-0.7	4.4	-3.4	1.3	0.6
COc1ccc2oc(C(=O)NCC(Cc3ccccc3)N(C)C)c(C)c2c1 (centres undefined)	8.5	17.4	-4.9	-4.3	3.3	-0.5	-4.2	15.1
Cc1oc(-c2ccccc2)nc1Cn1cccc1C1=NC(c2ccccc2)CO1 (centres undefined)	24.0	19.0	2.8	0.8	5.3	6.9	-1.0	-5.0
O=C(Cc1ccccc1F)Nc1nc(-c2ccc(F)cc2)cs1	0.6	-15.7	-2.4	-7.6	-11.6	0.2	0.6	-4.2
COc1ccc(C(CNC(=O)C(C)Oc2ccc(Br)cc2)N2CCCCC2)cc1 (centres undefined)	2.0	12.2	-2.7	-4.3	7.5	-2.9	1.7	12.8
N#CC1=C(N)Oc2n[nH]c(-c3cccs3)c2C1C1C=CCCC1 (centres undefined)	-1.3	16.2	-2.1	-2.7	-4.5	3.2	-24.3	-2.1
CCNC(=S)NNC(=O)c1cccnc1	-9.7	-4.3	-1.9	1.5	-1.7	-0.7	1.3	-0.2
O=C(Nc1ccc(Br)cc1)c1ccc(Br)c(S(=O)(=O)Nc2cccnc2)c1	-2.2	2.9	-6.0	-5.1	10.3	12.2	1.8	27.4
CC(=O)c1ccc(NS(=O)(=O)c2ccc(N)cc2)cc1	-6.6	1.6	-0.7	-2.7	-0.3	-2.9	-0.6	-13.3
O=C1c2cnc3nc(SCc4ccccc4)nn3c2CC2c3ccccc3CCN12 (centres undefined)	40.2	43.6	1.5	3.4	18.9	8.9	-0.7	12.8
O=C1N[C@@H](Cc2ccccc2)C(=O)N2CCCC12 (some centres undefined)	-0.9	20.6	2.5	1.6	-0.8	-1.6	1.7	-3.8
COC(=O)[C@@]12CCCN1[C@H](c1ccc(-c3ccc(OC)cc3)c(OC)c1)[C@@H]1C(=O)N(C)C(=O)[C@@H]12	5.6	18.8	-2.6	-5.2	-14.4	0.1	-2.2	3.1
O=c1cc(N2CCN(c3cccc(Cl)c3)CC2)[nH]c(=O)n1C1CCCCC1	5.4	-8.4	-0.1	0.9	-5.2	-5.5	-1.0	20.1
CC1CCCC(C)N1CCCNC(=O)Cn1c(=O)c2cccn2c2cccnc21 (centres undefined)	1.4	-1.2	-1.0	-4.7	5.2	-2.0	-1.2	-13.1
